GPT2 inh = GPT2 alanine aminotransferase inhibition | hit rate 0.25% among 100,000 | Recombinant GPT2, coupled pyruvate oxidase/HRP Amplex Red fluorescence | Potency, µM (highest dose often 57.7 µM), for inactives: at the highest dose activity change, negative = inhibition, actives largely listed as inhibitors | AID 1671188 | Q8TD30; note: potency is the fitted concentration of half-maximal effect; nearly all actives have a fitted effect of over 60% in size; many of its hits are not listed in these tables
Target sequence (Q8TD30 whole entry, looked up): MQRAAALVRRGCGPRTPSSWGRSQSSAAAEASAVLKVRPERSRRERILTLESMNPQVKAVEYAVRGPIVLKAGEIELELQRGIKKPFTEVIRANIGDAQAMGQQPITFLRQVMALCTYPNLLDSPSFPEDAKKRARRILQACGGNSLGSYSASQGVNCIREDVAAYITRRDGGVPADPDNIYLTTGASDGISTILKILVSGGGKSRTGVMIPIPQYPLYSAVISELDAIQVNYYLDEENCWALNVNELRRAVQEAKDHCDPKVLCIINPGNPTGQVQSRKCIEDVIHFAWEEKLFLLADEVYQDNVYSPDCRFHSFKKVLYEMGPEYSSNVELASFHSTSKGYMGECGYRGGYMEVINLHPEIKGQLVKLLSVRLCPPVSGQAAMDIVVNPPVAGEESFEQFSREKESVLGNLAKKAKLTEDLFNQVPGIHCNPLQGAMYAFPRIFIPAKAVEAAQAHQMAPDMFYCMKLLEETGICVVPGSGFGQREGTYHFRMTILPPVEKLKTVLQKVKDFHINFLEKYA
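GPT2 10ng/uL, a-KG 250uM, L-Ala 2mM, HEPES pH7.5 + 0.0001% Tween; 30 min RT. Then Amplex mix (PO/HRP/ThPP), 30 min RT dark, fluorescence. AOA 50uM used as positive control.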
HEK293 viab = counter-screen for SNCA expression inhibitors: cell viability. HEK-293-SNCA-luc viability, GF-AFC fluorescence, 24 h. Potency, µM (titrated, usually from 57.1 µM), for the others: top-dose activity change, negative = cytotoxicity, usual class: cytotoxic. hit rate 0.12% among 150,000;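 note: potency is the fitted concentration of half-maximal effect; 0% = DMSO-treated cells and -100% = medium-only wells without cells; nearly all actives have a fitted effect of over 30% in size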
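Cytotoxicity counterscreen: after 24 h compound treatment of genome-edited SNCA-luciferase HEK-293 cells, live-cell protease substrate GF-AFC read by fluorescence after 30 min; activity scaled between DMSO (0%) and medium-only (-100%), curves Hill-fitted.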
IP6K1 inhibitor = IP6K1 kinase inhibition. Q92551. IP6K1 kinase, ADP-Glo luminescence, 2 h; active compounds read low. activity change, % (series mostly up to about 58 µM). hit rate 0.81% among 140,000; in the data active = activity change below about -25%
Target sequence (Q92551 whole entry, looked up): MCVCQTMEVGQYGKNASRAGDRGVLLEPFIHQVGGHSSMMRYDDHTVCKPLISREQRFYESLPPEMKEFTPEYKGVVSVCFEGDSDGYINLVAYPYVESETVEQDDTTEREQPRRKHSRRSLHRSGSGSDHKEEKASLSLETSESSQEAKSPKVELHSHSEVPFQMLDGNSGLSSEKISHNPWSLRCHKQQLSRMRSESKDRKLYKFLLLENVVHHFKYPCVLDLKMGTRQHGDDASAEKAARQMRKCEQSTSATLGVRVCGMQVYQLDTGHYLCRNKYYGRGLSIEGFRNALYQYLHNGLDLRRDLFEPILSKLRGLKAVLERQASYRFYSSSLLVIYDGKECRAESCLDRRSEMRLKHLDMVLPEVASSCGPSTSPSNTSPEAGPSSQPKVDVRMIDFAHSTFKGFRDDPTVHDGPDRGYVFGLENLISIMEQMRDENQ
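ADP-Glo luminescence measures ADP made by human IP6K1 during a 2 h RT reaction with ATP/IP6 (mix at 1.3 mM/130 uM); top library doses 57.5 and 19.1 uM final.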
3T3 cytotox = kills NIH 3T3 cells | NIH 3T3 viability, CellTiter-Glo ATP luminescence, 48-72 h | hit rate 4.3% among 94,000 | Potency, µM (top dose mostly 96.7 µM), for inactives: at the highest dose activity change, negative = cytotoxicity, hits mostly inhibitors; note: potency is the fitted concentration of half-maximal effect; nearly all actives have a fitted effect of over 55% in size
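First NIH 3T3 cells are plated at 400 cells/well; next compound is pinned in; then plates incubate 48 or 72 hr at 37 °C; finally CellTiter-Glo is added and luminescence read after 10 min.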
SNCA expr inh = inhibitors of alpha-synuclein (SNCA) gene expression; HEK-293 SNCA-luciferase knock-in, luminescence, 24 h; Potency, µM (doses to about 57.2 µM), for the others: at the top dose activity change, negative = inhibition, actives largely listed as inhibitors; hit rate 0.17% among 140,000; AID 1671194;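 note: potency is the fitted concentration of half-maximal effect; plate controls were DMSO cells for no effect and cell-free wells for full effect; nearly all actives have a fitted effect of over 45% in size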
HEK293 tox = HEK 293 cell cytotoxicity; HEK 293 viability, ATP luminescence (CellTiter-Glo), 48-72 h; Potency, µM (titrated, usually from 115 µM), for inactives: at the top dose activity change, negative = cytotoxicity, usual class: inhibitors; hit rate 6.6% among 94,000; AID 1345083; note: potency is the fitted concentration of half-maximal effect; nearly all actives have a fitted effect of over 60% in size
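Cytotoxicity was scored by loss of ATP-coupled luminescence (CellTiter-Glo) in HEK 293 cells. Compound treatment ran 48 or 72 hr at 37 degree Celsius, 5% CO2, 95% humidity.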
Luciferase inh = blocks purified firefly luciferase enzyme activity. purified P. pyralis luciferase, luminescence, biochemical. Potency, µM (doses to about 115 µM), for inactives: at the top dose activity change, negative = inhibition, hits mostly inhibitors. hit rate 2.5% among 76,000; note: potency is the fitted concentration of half-maximal effect; nearly all actives have a fitted effect of over 65% in size
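Luminescence read by CCD imaging after purified firefly luciferase (10nM final) was added to substrate buffer holding 10uM D-luciferin and 10uM ATP, pH 7.5, pre-dosed with compound.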
The depositor's hits bear a star; & = joins results of further samples; [ ] = remark or other dose. Unless noted, calls come from the whole dose curve; as a rule, active = well fitted curve in the direction sought with a large enough effect; inconclusive = small, poorly fitted or top-dose-only effect, or another doubt; inactive = no such curve, though single readings can be large; an effect the other way counts as inactive or inconclusive. Unless noted, % is set by controls: 0 for no effect and ±100 for the full control effect. The list is partial; rates above refer to the full screens.

What do the screens show for `CC(CNC(=O)c1cc2cc(S(=O)(=O)N3CCCCC3)ccc2n1C)c1ccccc1` (configuration not stated)?
HEK293 viab: 2%; IP6K1 inhibitor: -6; SNCA expr inh: -9%

Results for Cc1ccc(CNC(=O)c2cccn2-c2nnc(N3CCCC3)s2)cc1 ?
HEK293 viab: -19%; IP6K1 inhibitor: 7; SNCA expr inh: 1%

Results for COc1cc(NC(=O)Cn2c(-c3ccc(Cl)cc3)nc(C)cc2=O)cc(OC)c1OC ?
GPT2 inh: inactive; HEK293 viab: -12%; IP6K1 inhibitor: 2; 3T3 cytotox: inconclusive; SNCA expr inh: inconclusive; HEK293 tox: inconclusive; Luciferase inh: 1%

What do the screens show for `Nc1nc(COC(=O)c2ccc([N+](=O)[O-])cc2)nc(Nc2ccccc2)n1`?
GPT2 inh: 3%; HEK293 viab: 15%; IP6K1 inhibitor: -17

Results for CC(C)(C)NC(=O)NCc1nnc2n1C(C(=O)NCc1ccc(F)cc1)CC2 (configuration not stated) ?
GPT2 inh: 4%; HEK293 viab: 2%[12.5 µM]; IP6K1 inhibitor: 32; 3T3 cytotox: -22%; SNCA expr inh: 9%; HEK293 tox: -14%

What do the screens show for `CNCCN1C(=O)CC[C@H]2CN(c3nccc(C(F)(F)F)n3)CC[C@H]21`?
GPT2 inh: inactive; HEK293 viab: 2%; IP6K1 inhibitor: 14; 3T3 cytotox: -12%; SNCA expr inh: 2%; HEK293 tox: -21%; Luciferase inh: 0%

What do the screens show for `COc1cccc(N2CCN(C(=O)CCSCc3ccccc3F)CC2)c1`?
HEK293 viab: 3%; IP6K1 inhibitor: -29*; SNCA expr inh: 45%[activator]

Results for CCOc1ccc(CNC(=O)CSc2nnc(C)c3c(C)n(-c4ccccc4)nc23)cc1 ?
HEK293 viab: 12%; IP6K1 inhibitor: 20; SNCA expr inh: -10%

What do the screens show for `COc1ccc(CN2C=C(C(=O)OCc3noc(CC4CCCCC4)n3)C(C)=NS2(=O)=O)cc1`?
GPT2 inh: inactive; HEK293 viab: -4%; IP6K1 inhibitor: 5; 3T3 cytotox: -25%; SNCA expr inh: -18%; HEK293 tox: inconclusive; Luciferase inh: -2%

Results for O=S1(=O)c2ccccc2N(Cc2cccc(C(F)(F)F)c2)c2ccccc21 ?
HEK293 viab: -18%; IP6K1 inhibitor: -4; SNCA expr inh: -18%

What do the screens show for `Cc1cc(Br)ccc1NC(=O)CCNS(=O)(=O)c1cccc2nonc12`?
HEK293 viab: -25%; IP6K1 inhibitor: 19; SNCA expr inh: 8%

Results for COc1ccccc1Nc1ccnc(N2CCCC(C(=O)NCC3CC3)C2)n1 (configuration not stated) ?
GPT2 inh: -11%; HEK293 viab: -6%[12.5 µM]; IP6K1 inhibitor: -7; 3T3 cytotox: 35µM*; SNCA expr inh: -13%; HEK293 tox: inconclusive

Results for CC(C)C1=CC2=CCC3[C@](C)(CCC[C@@]3(C)C(=O)O)C2CC1=O (some centres not stated) ?
GPT2 inh: inactive; HEK293 viab: -9%; IP6K1 inhibitor: 4

How did O=C(c1ccc2c(c1)OCO2)N1CCn2c(nnc2C2CCCNC2)C1 (configuration not stated) do in these assays?
GPT2 inh: -5%; HEK293 viab: 0%; IP6K1 inhibitor: 3; 3T3 cytotox: 2%; SNCA expr inh: 13%; HEK293 tox: inactive

How did COc1ccc(-c2cc(N3CCN(C(=O)c4ccc(C)c(F)c4)CC3)n[nH]2)cc1 do in these assays?
GPT2 inh: inactive; HEK293 viab: 5%; IP6K1 inhibitor: -10; 3T3 cytotox: inconclusive; SNCA expr inh: -21%; HEK293 tox: inconclusive; Luciferase inh: 3%

Results for O=C(NC1CCN(c2nc3ncccc3o2)CC1)C1CC1 ?
GPT2 inh: inactive; HEK293 viab: -12%&-1%[87.6 µM]; IP6K1 inhibitor: -3&-5; 3T3 cytotox: inconclusive; SNCA expr inh: 8%&12%[87.6 µM]; HEK293 tox: -18%&2%[172 µM]; Luciferase inh: -6%&-5%[172 µM]

Results for CN1CCc2c(sc(NC(=O)CSc3ccccc3)c2-c2nc3ccccc3s2)C1 ?
HEK293 viab: inconclusive; IP6K1 inhibitor: 17; SNCA expr inh: 6%

What do the screens show for `CC(C)c1nc2c(c(-c3ccc(O)cc3)n1)CCN(C(=O)Cc1cccc(Cl)c1)CC2`?
GPT2 inh: inactive; HEK293 viab: -21%; IP6K1 inhibitor: 6; 3T3 cytotox: inconclusive; SNCA expr inh: -9%; HEK293 tox: inconclusive

What do the screens show for `O=c1[nH]c2ccc(NCc3ccc(-c4ccc(Br)cc4)o3)cc2[nH]1`?
HEK293 viab: 1%; IP6K1 inhibitor: 1; SNCA expr inh: 32%[activator]

How did Cc1cccc(CN2CCC(n3c(C)nn(C)c3=O)CC2)c1 do in these assays?
GPT2 inh: inactive; HEK293 viab: 13%; IP6K1 inhibitor: 20; 3T3 cytotox: -4%; SNCA expr inh: -11%; HEK293 tox: 1%

Results for CCOc1ccc(CN2C[C@H](N(C)C)C[C@H]2C(=O)OC)cc1Cl ?
GPT2 inh: -11%; HEK293 viab: 13%; IP6K1 inhibitor: 11; 3T3 cytotox: -18%; SNCA expr inh: 7%; HEK293 tox: -9%; Luciferase inh: -7%

How did CNC(=O)c1noc(CN2CCCC(CCc3c(F)cccc3F)C2)n1 (configuration not stated) do in these assays?
GPT2 inh: inactive; HEK293 viab: 1%; IP6K1 inhibitor: 5; 3T3 cytotox: -20%; SNCA expr inh: -9%; HEK293 tox: inconclusive; Luciferase inh: -9%

What do the screens show for `O=C(O)C1=CO[C@@H](O[C@@H]2O[C@H](CO)[C@@H](O)[C@H](O)[C@H]2O)[C@@H]2C(CO)=CC[C@H]12`?
GPT2 inh: inactive; HEK293 viab: -23%; IP6K1 inhibitor: 10

What do the screens show for `CC(=O)N(C)C(C)c1cccs1` (configuration not stated)?
GPT2 inh: inactive; HEK293 viab: -13%[87.6 µM]; IP6K1 inhibitor: -10; 3T3 cytotox: inconclusive; SNCA expr inh: -21%[87.6 µM]; HEK293 tox: 2%[230 µM]; Luciferase inh: 1%[230 µM]

How did CC(=O)Nc1ccccc1-c1c(C)nn2c1N(CCC(C)C)CCC2 do in these assays?
GPT2 inh: -25%[88.5 µM]; HEK293 viab: -15%[87.6 µM]; IP6K1 inhibitor: -2; 3T3 cytotox: inconclusive; SNCA expr inh: inconclusive; HEK293 tox: inconclusive; Luciferase inh: -2%[172 µM]

What do the screens show for `O=C(Cc1ccsc1)N1CCC(Oc2ccccc2)C1` (configuration not stated)?
GPT2 inh: inactive; HEK293 viab: -6%; IP6K1 inhibitor: 21; 3T3 cytotox: -11%; SNCA expr inh: 3%; HEK293 tox: 2%; Luciferase inh: 9%

What do the screens show for `N#C/C(=C\c1ccc(Cl)cc1)c1nc(-c2cc3c(ccc4ccccc43)oc2=O)cs1`?
HEK293 viab: -3%; IP6K1 inhibitor: -6; SNCA expr inh: 9%

Results for C[C@@H]1CN(C(=O)c2ccc(C(F)(F)F)cc2)C[C@@]1(O)C1CC1 ?
GPT2 inh: 2%; HEK293 viab: 7%; IP6K1 inhibitor: 13; 3T3 cytotox: -17%; SNCA expr inh: 17%; HEK293 tox: -13%; Luciferase inh: 9%

What do the screens show for `CC(=O)Nc1cccc(-c2ccnc(-c3nnc(C)n3CCc3ccccc3)c2)c1`?
GPT2 inh: -3%[88.5 µM]; HEK293 viab: -1%[87.6 µM]; IP6K1 inhibitor: -5; 3T3 cytotox: -11%[138 µM]; SNCA expr inh: 39%[activator][87.6 µM]; HEK293 tox: inconclusive; Luciferase inh: -10%[172 µM]

What do the screens show for `COc1ccc(CN2C(=O)[C@@H]3C[C@@H](CN3Cc3ccccc3OC)Oc3ccccc32)cc1`?
GPT2 inh: inactive; HEK293 viab: -6%; IP6K1 inhibitor: -10; 3T3 cytotox: inactive; SNCA expr inh: -11%; HEK293 tox: inactive; Luciferase inh: 1%

3 entries from above, sorted by number of heavy atoms, low to high:
How did CNC(=O)c1noc(CN2CCCC(CCc3c(F)cccc3F)C2)n1 (configuration not stated) do in these assays?
GPT2 inh: inactive; HEK293 viab: 1%; IP6K1 inhibitor: 5; 3T3 cytotox: -20%; SNCA expr inh: -9%; HEK293 tox: inconclusive; Luciferase inh: -9%

What do the screens show for `N#C/C(=C\c1ccc(Cl)cc1)c1nc(-c2cc3c(ccc4ccccc43)oc2=O)cs1`?
HEK293 viab: -3%; IP6K1 inhibitor: -6; SNCA expr inh: 9%

What do the screens show for `COc1ccc(CN2C(=O)[C@@H]3C[C@@H](CN3Cc3ccccc3OC)Oc3ccccc32)cc1`?
GPT2 inh: inactive; HEK293 viab: -6%; IP6K1 inhibitor: -10; 3T3 cytotox: inactive; SNCA expr inh: -11%; HEK293 tox: inactive; Luciferase inh: 1%

(list continues)
How did Cc1nc(C)c(C(=O)N2CCC(Oc3ccc(-c4noc(C5CC5)n4)cc3)C2)s1 (configuration not stated) do in these assays?
GPT2 inh: inactive; HEK293 viab: inconclusive; IP6K1 inhibitor: -2; 3T3 cytotox: inconclusive; SNCA expr inh: -33%; HEK293 tox: 20µM*; Luciferase inh: -18%

How did CN1C(=O)CCCCC1C(=O)NCCCN1CCc2ccccc2C1 (configuration not stated) do in these assays?
GPT2 inh: 1%; HEK293 viab: -10%; IP6K1 inhibitor: 6; 3T3 cytotox: 3%; SNCA expr inh: -20%; HEK293 tox: -2%; Luciferase inh: 9%

Results for CN(Cc1cccc(F)c1)C1CN(C(=O)OC(C)(C)C)C1 ?
GPT2 inh: inactive; HEK293 viab: -5%[87.6 µM]; IP6K1 inhibitor: -16; 3T3 cytotox: -12%[138 µM]; SNCA expr inh: -6%[87.6 µM]; HEK293 tox: -7%[172 µM]

Results for O=[S+]([O-])(c1cccs1)N1CCn2c(nnc2C2CCCNC2)C1 (configuration not stated) ?
GPT2 inh: -7%; HEK293 viab: 10%; IP6K1 inhibitor: 1; 3T3 cytotox: inactive; SNCA expr inh: 15%; HEK293 tox: inactive; Luciferase inh: 0%

Results for CC(=O)[C@H]1CC[C@H]2[C@@H]3CCC4=CC(=O)CC[C@]4(C)[C@H]3CC[C@]12C ?
GPT2 inh: -6%&-6%; HEK293 viab: 3%&-6%; SNCA expr inh: -28%&-22%

How did COc1ccc(CNCc2c(C(=O)O)c(C)n(Cc3ccccc3C)c2C)cc1OC do in these assays?
HEK293 viab: -1%; IP6K1 inhibitor: -2; SNCA expr inh: 16%

Results for CCn1ccc(C(=O)N2c3ccccc3CC2c2nc(C3CC3)no2)n1 (configuration not stated) ?
GPT2 inh: -7%; HEK293 viab: -19%; IP6K1 inhibitor: 10; 3T3 cytotox: -15%; SNCA expr inh: -1%; HEK293 tox: -28%; Luciferase inh: 5%

How did Cc1cccc(NC(=O)c2oc3ccc(S(=O)(=O)N4CCCCC4)cc3c2C)c1C do in these assays?
HEK293 viab: -3%; IP6K1 inhibitor: -5; SNCA expr inh: -2%

Results for Cc1ccc(Nc2ccnc(N3CCCC(C(=O)NCCc4ccc(F)cc4)C3)n2)cc1 (configuration not stated) ?
GPT2 inh: inactive; HEK293 viab: 2%[12.5 µM]; IP6K1 inhibitor: -22; 3T3 cytotox: 32µM*; SNCA expr inh: -2%; HEK293 tox: 32µM*
